# Vif-A3F inh – blocks the Vif interaction with APOBEC3F; HeLa A3F-eYFP + Vif (tagged APOBEC3F with the HIV-1 protein that degrades it), YFP fluorescence increase; AID 602313; Potency, µM (series often up to 46.1 µM), for inactives: top-dose activity, negative = active; 390,000 tested, 0.2% active; note: potency is the fitted concentration of half-maximal effect; % of control where 0% means no effect; nearly all actives have a fitted effect of over 65% in size
#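 HeLa cells stably expressing A3F-eYFP plus Vif, plated and incubated overnight at 37 deg C, then exposed to compounds overnight at 37 deg C. Blocked degradation read as raised yellow fluorescence (Ex 488/Em 500-530).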
# LDHA inh – blocks human lactate dehydrogenase A | P00338 | purified LDHA, NADH/diaphorase-resazurin fluorescence; stronger effect = lower value | activity change, % (values are at about 110 or 230 µM) | 480,000 tested, 0.15% active | AID 1347041; in the data active = activity change below about -30%; inconclusive = mostly about -25% to -30%;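 note: plate controls were DMSO wells for no effect and wells without enzyme for full effect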
#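 Resorufin fluorescence (ex540/em590), read at 0 and 20 min after diaphorase/resazurin addition, reports the NADH left after a 5 min room-temperature reaction of 2 nM human LDH5 with 0.06 mM NADH and 0.2 mM pyruvate.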
# TrxR1 substrate – rat thioredoxin reductase 1 substrate activity; AID 588456; 390,000 tested, 0.01% active; Potency, µM (doses to about 114 µM), for the others: top-dose activity change, negative = substrate turnover; purified TrxR1 substrate turnover, NADPH consumption readout; note: potency is the fitted concentration of half-maximal effect; % is set by controls: 0 for no effect and ±100 for the full control effect; nearly all actives have a fitted effect of over 50% in size
# Target sequence (O89049 whole entry, looked up): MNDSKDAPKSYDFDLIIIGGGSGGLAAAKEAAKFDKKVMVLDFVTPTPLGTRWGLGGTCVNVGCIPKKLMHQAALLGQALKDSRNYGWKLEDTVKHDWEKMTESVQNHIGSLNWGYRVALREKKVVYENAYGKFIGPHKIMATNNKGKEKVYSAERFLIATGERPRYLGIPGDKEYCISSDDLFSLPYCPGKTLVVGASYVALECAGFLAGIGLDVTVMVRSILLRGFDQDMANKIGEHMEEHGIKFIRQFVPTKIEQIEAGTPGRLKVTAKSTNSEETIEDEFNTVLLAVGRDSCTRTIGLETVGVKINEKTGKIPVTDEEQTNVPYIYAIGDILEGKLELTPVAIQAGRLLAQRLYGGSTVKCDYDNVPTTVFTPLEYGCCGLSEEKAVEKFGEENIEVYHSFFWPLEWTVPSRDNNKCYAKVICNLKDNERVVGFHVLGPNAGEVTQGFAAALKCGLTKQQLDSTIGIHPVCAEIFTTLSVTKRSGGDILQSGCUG
#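 Rat TrxR1, dispensed at 90 nM, was prereduced with 400 uM NADPH (final) for 5 min at ~22 deg C, then incubated with compound 15 min before 400 uM selenite. A first-read NADPH fluorescence drop versus no-compound background flagged substrates.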
# PI4K2A block – blocks human PI4K2A kinase activity; Q9BTU6; purified PI4K2A, ADP-Glo luminescence, 1 h; stronger effect = lower value; activity change, negative = inhibition, % at 76.9 µM; 420,000 tested, 0.13% active; in the data active = activity change below about -50%; inconclusive = mostly about -30% to -49%;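 note: -100% = wells without enzyme as full effect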
# Target sequence (Q9BTU6 whole entry, looked up): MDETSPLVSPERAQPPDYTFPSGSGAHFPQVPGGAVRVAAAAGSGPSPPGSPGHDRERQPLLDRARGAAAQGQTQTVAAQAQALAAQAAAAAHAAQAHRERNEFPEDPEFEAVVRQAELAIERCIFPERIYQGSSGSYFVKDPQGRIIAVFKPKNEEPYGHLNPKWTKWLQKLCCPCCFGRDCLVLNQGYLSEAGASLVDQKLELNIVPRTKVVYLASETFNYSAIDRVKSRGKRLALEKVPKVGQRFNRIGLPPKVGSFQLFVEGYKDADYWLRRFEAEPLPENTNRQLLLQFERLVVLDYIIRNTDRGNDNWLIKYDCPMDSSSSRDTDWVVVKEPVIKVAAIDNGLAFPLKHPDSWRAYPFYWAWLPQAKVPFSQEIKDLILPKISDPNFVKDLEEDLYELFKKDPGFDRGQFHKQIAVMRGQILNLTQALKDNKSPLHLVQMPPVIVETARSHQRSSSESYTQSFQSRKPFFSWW
#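 Compounds are screened against recombinant PI4K2A using PI as substrate and ATP, the latter dispensed at 300 microM. Reactions run one hour at ambient temperature before ADP-Glo detection; full inhibition defined by wells lacking enzyme.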
# USP1 inh – blocks the human USP1/UAF1 deubiquitinase complex | AID 743255 | 390,000 tested, 0.23% active | O94782 | Potency, µM (top dose mostly 57.1 µM), for the others: at the highest dose activity change, negative = inhibition, actives largely listed as inhibitors | recombinant USP1/UAF1, Ub-Rhodamine cleavage fluorescence; note: potency is the fitted concentration of half-maximal effect; % is set by controls: 0 for no effect and ±100 for the full control effect; nearly all actives have a fitted effect of over 60% in size; inactives centre near -12
#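 In this screen, compounds sit with the deubiquitinase complex (1nM) for 15 min at room temperature before Ub-Rho is added at 150nM final. Fluorescence rise is then followed for 6 reads every 60 seconds.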
# Vif-A3G inh – blocks the Vif interaction with human APOBEC3G. Potency, µM (top dose mostly 46.1 µM), for inactives: at the top dose activity, negative = active, hits mostly inhibitors. Q9HC16. 410,000 tested, 0.076% active. HeLa A3G-eYFP + Vif (tagged APOBEC3G with the HIV-1 protein that degrades it), YFP fluorescence, overnight;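 note: potency is the fitted concentration of half-maximal effect; % is set by controls: 0 for no effect and ±100 for the full control effect; nearly all actives have a fitted effect of over 60% in size; hits raise eYFP signal because A3G escapes Vif-driven loss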
#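 HeLa cells stably expressing Vif and C-terminally eYFP-tagged A3G, seeded overnight at 37 deg C, then exposed to compound by pintool overnight at 37 deg C. Rise in yellow fluorescence (Ex 488/Em 500-530, Acumen) marks blocked Vif-driven A3G degradation.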
# IDH1 R132H inh – inhibitors of human mutant IDH1 R132H. IDH1-R132H enzyme, NADPH consumption, diaphorase/resazurin fluorescence. Potency, µM (highest dose often 76.6 µM), inactives show at the top dose activity change, negative = inhibition, most hits filed as inhibitors. 390,000 tested, 0.093% active; note: potency is the fitted concentration of half-maximal effect; % is set by controls: 0 for no effect and ±100 for the full control effect; nearly all actives have a fitted effect of over 65% in size
#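 IDH1-R132H (0.5 ug/mL) preincubated 30 min with compound, then NADPH (0.016 mM) and alpha-KG (2 mM) added; 80 min at RT, pH 7.5. Remaining NADPH coupled via diaphorase/resazurin to fluorescence (540/590 nm); concentration-response curves normalized to no-enzyme control.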
# RXFP1 agonist – activates the human relaxin receptor RXFP1 | HEK293T-RXFP1 cAMP TR-FRET, 30 min; response scale: percent of porcine relaxin response, buffer zero | Potency, µM (series often up to 57.5 µM), without a hit: top-dose activation, usual class: activators | 370,000 tested, 0.3% active; note: potency is the fitted concentration of half-maximal effect; % is set by controls: 0 for no effect and ±100 for the full control effect; nearly all actives have a fitted effect of over 60% in size; many of its hits are not listed in these tables
#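 Agonist response is measured as cAMP accumulation in an RXFP1-transfected HEK293T line under PDE4 inhibition. Values are scaled between buffer-only and 29 nM porcine relaxin, and EC50s come from standard Hill equation fits.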
# Glioma ERSR ind – inducers of ER stress response in human glioma cells. U87-MG GRP78 promoter luciferase reporter, 16 h. Potency, µM, inactives show at the top dose activation, most hits filed as activators. 420,000 tested, 0.02% active. AID 602332; note: potency is the fitted concentration of half-maximal effect; series mostly up to about 76 µM; % of control where 0% means no effect; nearly all actives have a fitted effect of over 35% in size
#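 Stably transfected U87-MG human glioma cells carrying a GRP78-based luminescent sensor were seeded at 1000 cells/well, pin-dosed with compounds and incubated 16 h. Luciferase reagent was then added, and end-point luminescence was read after 10 min at room temperature.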
# * = called active by the depositor; ? = inconclusive; nt = no result given; [ ] = dose if it differs, or a comment. Unless noted, calls come from the whole dose curve; as a rule, active = well fitted curve in the direction sought with a large enough effect; inconclusive = small, poorly fitted or top-dose-only effect, or another doubt; inactive = no such curve, though single readings can be large; an effect the other way counts as inactive or inconclusive. Not all compounds are listed (hit frequency here may not be typical).
compound,Vif-A3F inh,LDHA inh,TrxR1 substrate,PI4K2A block,USP1 inh,Vif-A3G inh,IDH1 R132H inh,RXFP1 agonist,Glioma ERSR ind
CC1CN(C(=O)c2cccc(S(=O)(=O)Nc3ccc(Cl)cc3)c2)CC(C)O1 (configuration not stated),2.2%,-10.8,-2.5%,4.2,-1.1%,3.9%,5.8%,0.0%,-1.2%
COc1ccc(NC(=O)CN2CC(c3ccccc3)CC2=O)cc1OC (configuration not stated),-3.9%,-0.1,3.7%[57.1 µM],3.5,-18.0%,-1.2%,11.1%,-0.5%,-4.1%
CC(C)(C)OC(=O)N[C@H](C(=O)OC(C)(C)C)c1ccccc1,1.6%,1.1,5.0%[57.1 µM],-3.2,-16.8%,4.3%,0.6%,-0.4%,-2.0%
COc1ccc(C)cc1NC(=O)CSc1nnc(CC(=O)Nc2ccccc2F)n1C,5.7%,-2.0,-9.8%,-0.9,-7.3%,-0.6%,8.6%,12.4%,2.5%
CC(=O)NC(Cc1cccc(F)c1)C(=O)NC1CCN(c2ncccc2[N+](=O)[O-])CC1 (configuration not stated),-4.1%,-3.6,-3.6%,3.0,5.1%,-3.6%,0.7%,-0.7%,-2.9%
O=C(CN1CCCC1)Nc1nc(-c2ccc(Cl)cc2)cs1,nt,-8.0,nt,-2.5,nt,2.0%,nt,nt,4.8%
O=C(NCC(c1ccco1)S(=O)(=O)c1cccs1)c1c(F)cccc1F (configuration not stated),-8.1%,-5.3,8.1%[57.1 µM],-1.1,-24.5%,0.0%,33.1%[activator],1.3%,-1.1%
COc1ccc(CNC(=O)COc2ccc(S(=O)(=O)N3CCOCC3)cc2C)cc1,-2.6%,-5.5,12.0%[0.0914 µM],-6.0,-6.8%,-0.4%,-4.7%,0.6%,-5.2%
NNC(=O)CNC(c1ccccc1)c1cc(Br)ccc1N (configuration not stated),-6.5%,-10.7,5.3%[11.4 µM],5.7,?,3.9%,16.8%,1.6%,-4.7%
O=C(C[C@H]1C/C=C\C[C@@H](Cc2ccc(F)cc2)C(=O)O[C@H](c2ccccc2)CNC1=O)N[C@@H](CO)Cc1ccccc1,-0.3%,-13.3,4.1%[57.1 µM],5.8,-0.2%,1.7%,16.4%,nt,-4.2%
CS(=O)(=O)Nc1cccc(S(=O)(=O)N2CCN(C(=O)c3ccccc3)CC2)c1,1.4%,-1.1,2.3%,-0.3,-5.9%,-2.8%,3.5%,3.8%,-5.2%
CC(=O)N1CCC(O)(c2cccc(C(F)(F)F)c2)CC1,0.9%,0.5,-3.8%,1.1,-16.1%,-1.3%,0.0%,0.0%,-4.0%
NNC(=O)C1c2ccccc2Oc2ccccc21,12.2%,-4.9,-1.7%,-5.8,-15.2%,0.3%,4.1%,0.0%,1.6%
CC12CCC3C(C1)C(C(=O)O2)C(=O)OC3(C)C (configuration not stated),-0.2%,-9.3,nt,-1.2,-19.6%,2.2%,1.7%,nt,-6.9%
COC(=O)[C@@H](NC(=O)Nc1cccc(Br)c1)C(C)C,5.5%,-0.2,9.5%,-1.8,-21.5%,1.9%,0.0%,-0.6%,-2.9%
N#CCSc1nc2[nH]ncc2c(=O)n1-c1ccccc1Br,-6.4%,8.1,-2.5%,-2.3,-10.6%,-6.5%,0.0%,6.4%,-0.8%
C=C1CC[C@@]23CC[C@]4(C)[C@@](OC2=O)([C@@H]3C1)[C@H]1O[C@H]1C1[C@@]2(C)CC[C@H](O)C(C)(C)C2CC[C@]14C (some centres not stated),-3.0%,1.5,9.9%[57.1 µM],-3.2,-28.0%,-0.6%,-8.1%,1.7%,-2.1%
Cc1ccc(C(=O)NNC(=O)c2cccc(S(=O)(=O)N3CCN(c4ccccc4)CC3)c2)cc1,0.1%,-6.6,-12.4%,2.6,-6.1%,-4.9%,6.0%,3.0%,-4.6%
COc1ccc(NC(=O)COC(=O)c2ccc(S(=O)(=O)N3CCCCC3)cc2)c(OC)c1,-4.2%,-9.0,nt,0.6,7.4%,2.2%,3.6%,nt,-4.1%
CCN(CC)C(=O)CSc1nnc(NC(=O)CCc2ccccc2)s1,2.6%,-7.5,-0.1%,-3.9,-16.3%,-7.6%,6.1%,-0.1%,-3.8%
CC(C)C[C@@H](CN1CCC[C@@H]1CN1C(=O)C(=O)NC[C@@H]1Cc1ccccc1)N1C[C@H](Cc2ccccc2)N(CC2CCCCCC2)C(=O)C1=O,?,0.2,-0.4%,1.7,-27.6%,-17.5%,39.8µM*,nt,0.7%
CC12CN3CC(C)(CN(C1)C3c1ccc(Br)cc1)C2 (configuration not stated),-0.6%,-2.5,0.1%,-1.8,-12.8%,0.8%,4.8%,1.2%,-2.1%
CSc1nc2c(c(=O)n1C)SC(C)C2 (configuration not stated),-4.4%,-1.1,2.1%[57.1 µM],3.2,-7.2%,-2.1%,5.4%,2.2%,-1.7%
COc1ccc2cc(C3c4cc(OC)c(OC)cc4CCN3C(=O)c3ccco3)c(=O)[nH]c2c1 (configuration not stated),-20.3%,-0.2,-2.0%[57.1 µM],-4.0,1.7%,0.5%,-19.1%,1.3%,-2.2%
O=C(Cn1cnc2sc(-c3ccccc3)cc2c1=O)NCCc1ccccc1,-20.2%,-5.1,23.8%,-0.9,-1.3%,-2.7%,6.2%,8.2%,-6.2%
CN(c1ccc(Cl)cc1)c1cc(=O)n(C)c2ccccc12,-3.0%,-1.9,-13.1%,3.5,-19.2%,-19.2%,0.0%,7.5%,-1.1%
COc1ccc(C(C(=O)NCC2CCCO2)N(C(=O)CNC(=O)c2ccco2)c2ccc(C)c(C)c2)cc1OC (configuration not stated),3.4%,-2.0,4.5%[57.1 µM],2.2,-17.2%,0.3%,4.4%,2.3%,-5.9%
CN(C)c1ccc(/C=C\C=C/c2ccnc3ccccc23)cc1,nt,-0.3,1.3%,nt,nt,8.0%,nt,nt,-6.9%
COc1ccc(S(=O)(=O)N2CCN(C(=O)c3cc(C4CC4)nn3-c3ccccc3)CC2)cc1OC,1.5%,-6.8,-11.6%,1.4,-2.4%,-0.2%,-0.3%,nt,-3.2%
CCN(CC)C(=O)c1sc(NC(=O)c2nc3ncccn3n2)c(C(=O)OC)c1C,-13.1%,-4.4,6.0%,1.1,-14.9%,3.0%,-5.5%,0.2%,-3.8%
Nc1ccc(Cl)c(-c2nc3ncccc3o2)c1,-4.6%,-3.6,-8.0%,4.4,-9.3%,-1.6%,6.4%,0.1%,2.5%
Cc1cccc2cc(-c3ccccc3)c(-c3ccccc3)c[n+]12,-14.9%,-8.3,-7.9%,-3.0,-8.0%,6.7%,-0.9%,-0.2%,-4.0%
CCC(=O)N1c2ccccc2CC1C(=O)NCCc1ccc(OC)c(OC)c1 (configuration not stated),3.3%,-6.9,-3.9%[57.1 µM],2.5,4.4%,1.5%,4.2%,-0.1%,-3.1%
Cn1cc(-c2csc(C(C)(O)c3cccc(F)c3)n2)cn1 (configuration not stated),nt,-6.7,nt,-3.3,nt,0.3%,nt,nt,2.1%
O=C(NCc1nnc(SCC(=O)N2CCCCC2)o1)c1c(F)cccc1Cl,5.0%,0.8,-3.9%,-5.2,-17.0%,2.0%,-6.1%,1.0%,-1.1%
O=S(=O)(NC1CCCCC1Nc1ccc(Cl)cc1)c1ccccc1 (configuration not stated),-2.6%,2.6,-0.2%,-2.8,-23.6%,4.7%,-3.0%,-0.2%,-5.1%

# One compound at a time, as listed above.
# `CC(C)C[C@@H](CN1CCC[C@@H]1CN1C(=O)C(=O)NC[C@@H]1Cc1ccccc1)N1C[C@H](Cc2ccccc2)N(CC2CCCCCC2)C(=O)C1=O` in the list: Vif-A3F inh: ?; LDHA inh: 0.2; TrxR1 substrate: -0.4%; PI4K2A block: 1.7; USP1 inh: -27.6%; Vif-A3G inh: -17.5%; IDH1 R132H inh: 39.8µM*; RXFP1 agonist: nt; Glioma ERSR ind: 0.7%
# `CC(=O)NC(Cc1cccc(F)c1)C(=O)NC1CCN(c2ncccc2[N+](=O)[O-])CC1` (configuration not stated) in the list: Vif-A3F inh: -4.1%; LDHA inh: -3.6; TrxR1 substrate: -3.6%; PI4K2A block: 3.0; USP1 inh: 5.1%; Vif-A3G inh: -3.6%; IDH1 R132H inh: 0.7%; RXFP1 agonist: -0.7%; Glioma ERSR ind: -2.9%

# Continued.
compound,Vif-A3F inh,LDHA inh,TrxR1 substrate,PI4K2A block,USP1 inh,Vif-A3G inh,IDH1 R132H inh,RXFP1 agonist,Glioma ERSR ind
Cc1cccc(NS(=O)(=O)c2ccc(C3CCCCC3)cc2)n1,4.2%,1.2,35.4%[activator],2.6,-7.1%,0.2%,-3.1%,-0.1%,-1.9%
O=C(NCc1ccccc1)C1CCCN1S(=O)(=O)c1ccc(Cl)cc1 (configuration not stated),-0.3%,-0.6,5.1%,7.8,-19.5%,5.1%,-6.0%,-0.3%,-5.3%
COc1ccccc1NC(=O)CSc1nc2ccccc2c(=O)n1CCNC(C)=O,-9.2%,-3.8,6.1%,-1.6,-13.7%,-0.3%,6.3%,1.7%,-3.5%
Cc1ccc(C(=O)CN2C(=O)C(=O)N(Cc3ccccc3)C2=O)cc1,?,-7.5,4.6%[11.4 µM],-4.9,?,-1.5%,1.0%,-2.3%,-3.2%

# Source: PubChem BioAssay
